Compound activity deposited in PubChem BioAssay by several laboratories.
Yp Topo-I inh: Y. pestis Topo-I inhibition via cleavage products | Y. pestis Topo-I cleavage product accumulation, plate reader | activity, % at 10 µM | actives 0.064% (n = 360,000); in the data active = activity above about 50%, passing the limit was not always enough; note: inactives centre near 2
VHR inh abs: DUSP3 (human) phosphatase inhibition | actives 0.52% (n = 290,000) | inhibition, % at 13.3 µM | recombinant VHR phosphatase, pNPP absorbance | AID 1654; in the data active = inhibition above about 50%; note: some compounds called inactive have numbers as strong as hits
CCHFV vOTU inh: CCHFV vOTU protease inhibition. actives 0.55% (n = 370,000). AID 651958. inhibition, % at 11.5 µM. Pep-AMC fluorescence; in the data active = inhibition above about 30%; note: 0% = vehicle wells with enzyme and 100% = no enzyme wells
SARS 3CLpro inh: SARS-CoV 3CLpro protease inhibition | recombinant SARS-CoV 3CLpro, quenched FRET peptide cleavage | AID 1706 | P0C6X7 | inhibition, % at 6 µM | actives 0.14% (n = 290,000); in the data active = inhibition above about 12%
PriA SSB inh: K. pneumoniae PriA-SSBct interaction inhibition; AlphaScreen SSBct-PriA binding, biotinylated peptide; inhibition, % at 33 µM; actives 0.6% (n = 430,000); in the data active = inhibition mostly above about 37%, no sharp cut-off; inactive = mostly below about 20%;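 note: plate controls were negative control peptide for no effect and reference peptide for full effect; strong numbers were not always called active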
TcdB GH inh: blocks C. difficile toxin B glycohydrolase activity; P18177; TcdB glycohydrolase enzymatic assay, plate reader; inhibition, % at 9.99 µM; actives 0.24% (n = 350,000); in the data active = inhibition above about 10%
Target sequence (P18177 whole entry, looked up): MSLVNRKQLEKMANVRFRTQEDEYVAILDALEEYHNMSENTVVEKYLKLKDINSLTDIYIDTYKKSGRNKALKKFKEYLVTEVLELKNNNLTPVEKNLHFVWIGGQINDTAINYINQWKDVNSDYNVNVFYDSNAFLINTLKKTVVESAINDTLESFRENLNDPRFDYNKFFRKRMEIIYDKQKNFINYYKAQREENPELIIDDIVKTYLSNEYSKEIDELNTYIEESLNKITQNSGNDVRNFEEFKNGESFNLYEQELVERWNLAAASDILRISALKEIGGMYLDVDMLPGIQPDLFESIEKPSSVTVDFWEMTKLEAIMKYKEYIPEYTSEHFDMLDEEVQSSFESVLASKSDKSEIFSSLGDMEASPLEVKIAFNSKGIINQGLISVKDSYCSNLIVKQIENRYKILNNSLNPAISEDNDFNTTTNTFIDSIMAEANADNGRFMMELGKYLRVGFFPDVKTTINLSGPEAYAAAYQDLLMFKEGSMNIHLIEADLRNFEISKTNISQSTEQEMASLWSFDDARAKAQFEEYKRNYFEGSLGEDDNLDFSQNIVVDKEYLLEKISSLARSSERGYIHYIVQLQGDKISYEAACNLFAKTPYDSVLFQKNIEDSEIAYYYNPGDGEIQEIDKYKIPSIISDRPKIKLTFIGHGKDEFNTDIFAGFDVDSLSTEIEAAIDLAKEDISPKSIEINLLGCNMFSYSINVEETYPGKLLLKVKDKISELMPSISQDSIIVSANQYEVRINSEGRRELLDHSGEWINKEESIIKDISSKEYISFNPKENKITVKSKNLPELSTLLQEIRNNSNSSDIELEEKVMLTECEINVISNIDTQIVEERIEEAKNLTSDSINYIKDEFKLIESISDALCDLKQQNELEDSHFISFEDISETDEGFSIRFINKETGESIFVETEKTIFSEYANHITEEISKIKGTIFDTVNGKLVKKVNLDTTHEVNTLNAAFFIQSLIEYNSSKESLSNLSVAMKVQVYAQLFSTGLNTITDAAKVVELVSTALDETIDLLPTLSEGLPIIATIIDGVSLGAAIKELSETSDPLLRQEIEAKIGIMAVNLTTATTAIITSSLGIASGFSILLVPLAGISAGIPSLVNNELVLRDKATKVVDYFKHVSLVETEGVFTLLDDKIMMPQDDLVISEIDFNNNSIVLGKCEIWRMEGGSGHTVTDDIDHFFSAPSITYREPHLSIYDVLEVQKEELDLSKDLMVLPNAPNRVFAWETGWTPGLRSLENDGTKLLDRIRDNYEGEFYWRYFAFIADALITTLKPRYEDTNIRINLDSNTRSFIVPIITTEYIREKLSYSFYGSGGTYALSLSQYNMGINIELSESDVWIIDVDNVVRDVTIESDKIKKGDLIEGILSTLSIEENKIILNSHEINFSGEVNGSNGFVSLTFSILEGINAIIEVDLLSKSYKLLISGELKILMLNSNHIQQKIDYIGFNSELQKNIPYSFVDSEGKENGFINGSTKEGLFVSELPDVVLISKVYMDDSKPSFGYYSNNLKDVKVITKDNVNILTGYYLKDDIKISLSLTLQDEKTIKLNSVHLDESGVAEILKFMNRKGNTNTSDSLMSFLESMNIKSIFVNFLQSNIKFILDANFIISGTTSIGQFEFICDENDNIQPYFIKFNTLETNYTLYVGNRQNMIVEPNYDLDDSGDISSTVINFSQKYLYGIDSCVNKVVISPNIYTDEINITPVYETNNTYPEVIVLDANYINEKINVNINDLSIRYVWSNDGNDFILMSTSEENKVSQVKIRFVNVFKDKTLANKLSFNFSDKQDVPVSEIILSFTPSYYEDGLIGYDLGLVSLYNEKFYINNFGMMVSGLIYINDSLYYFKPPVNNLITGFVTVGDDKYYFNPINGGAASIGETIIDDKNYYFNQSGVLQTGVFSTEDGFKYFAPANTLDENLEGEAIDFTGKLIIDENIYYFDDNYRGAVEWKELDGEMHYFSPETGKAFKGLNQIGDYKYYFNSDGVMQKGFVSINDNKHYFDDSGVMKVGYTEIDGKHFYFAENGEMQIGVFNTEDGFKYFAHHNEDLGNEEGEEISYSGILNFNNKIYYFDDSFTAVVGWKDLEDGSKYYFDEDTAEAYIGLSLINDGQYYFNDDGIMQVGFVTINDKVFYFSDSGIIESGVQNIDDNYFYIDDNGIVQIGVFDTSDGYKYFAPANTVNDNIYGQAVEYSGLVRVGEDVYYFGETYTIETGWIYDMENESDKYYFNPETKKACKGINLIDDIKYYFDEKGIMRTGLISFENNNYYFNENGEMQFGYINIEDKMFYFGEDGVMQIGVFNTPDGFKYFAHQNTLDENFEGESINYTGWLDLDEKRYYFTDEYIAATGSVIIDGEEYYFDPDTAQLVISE
BH1578 lux ind: quorum light induction in luxS cqsA deficient V. cholerae; V. cholerae BH1578 lux reporter, luminescence, 6 h; actives 0.16% (n = 350,000); activation, % at 18.7 µM; AID 588436; in the data active = activation mostly above about 9.7%, no sharp cut-off; note: not every result past the cut was called active; inactives centre near 0; reference of the scale not given here
Rv3671c protease: inhibitors of M. tuberculosis serine protease Rv3671c; P9WHR9; inhibition, % at 5.96 µM; actives 0.048% (n = 320,000); AID 2606; in the data active = inhibition above about 38%;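 note: extracellular domain of Rv3671c used as enzyme; 0% = enzyme with DMSO and 100% = no enzyme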
PrPC TRFRET: reduces human prion protein on the cell surface | P04156 | cell surface PrPC, TR-FRET read-out | inhibition, % at 13.8 µM | actives 0.43% (n = 370,000); in the data active = inhibition above about 24%; note: 0% = median of the test wells and 100% = reference compound wells
MazF activator: activators of E. coli MazEF toxin-antitoxin RNase; actives 0.32% (n = 350,000); activation, % at 20 µM; AID 504720; FAM/BHQ RNA-DNA oligo cleavage fluorescence, 5 h; P0AE70; in the data active = activation above about 50%
* = called active by the depositor; i = inactive; x = not tested or not shown; & = joins results of further samples. Only part of the results is shown; count on the stated rates, not on these rows.

SMILES	Yp Topo-I inh	VHR inh abs	CCHFV vOTU inh	SARS 3CLpro inh	PriA SSB inh	TcdB GH inh	BH1578 lux ind	Rv3671c protease	PrPC TRFRET	MazF activator
COc1ccc(NC(=O)C(C)N2c3cccc4cccc(c34)S2(=O)=O)cc1 (configuration not stated)	-2	12	5	1	-35	x	-0.3	-14	5	-9
O=C1CSC(c2ccccc2Cl)N1 (configuration not stated)	7	3	-10	-8	-4	0.9	i	9	0	1
Cc1ccc2nc(SCC(=O)NC(=O)NCc3ccco3)[nH]c2c1	5	-9	-1	-2	13	x	x	-3	2	4
O=C1CN(C(=O)COC(=O)CCc2ccccc2)c2ccccc2N1	17	x	-4	x	-5	0.7	i	3	-4	4
COc1cc(NC(=O)c2ccc(COc3ccccc3Br)o2)cc(OC)c1OC	21	-15	1	4	3	x	-5.3	-2	16	10
COC(=O)C1=C(c2cc3ccccc3s2)C[C@@H]2CC[C@H]1N2C(=O)NCc1ccccc1	33	x	18	x	2	0.7	i	-3	-1	7
O=c1[nH]c2ccccc2s1	3	4	-1	4	-20&-9	-1.0	0.4	6	-1	8
CCOC(=O)c1nc(Nc2cccc(C)c2)c2ccccc2n1	5	5	2	2	-6	1.8	i	4	-6	3
Cc1ccc(C2=CC(=O)C[C@H](c3ccc(Cl)cc3)C2)cc1	37	x	x	x	-1	x	i	-15	x	-2
COc1ccc(CC(=O)Nc2ccc(S(=O)(=O)Nc3onc(C)c3C)cc2)cc1OC	7	1	-12	0	2	0.4	-1.2	-5	6	1
NN(Cc1ccccc1)C(=S)Nc1ccc(Cl)c(Cl)c1	4	-3	14	6	-15	-0.1	-0.7	-10	3	4
CCOC(=O)c1cnn(CCOC(=O)C(C)(C)C)c1NC(=O)C(C)(C)C	-3	-1	10	1	2	x	-0.2	1	3	-6
O=C(Nc1cc(C(=O)N2CCCC2)ccc1N1CCCC1)C1CC1	1	0	9	1	-16	-0.3	i	1	3	2
COCCCNC(=O)Cn1c(=O)n(CCCCCC(=O)Nc2ccccc2)c(=O)c2sccc21	-1	-10	-13	2	-7	x	i	4	-2	5
O=C(Nc1ccc(F)cc1)c1ccc(S(=O)(=O)NCc2cccnc2)cc1	-2	12	6	-3	3	0.4	-3.8	-1	-4	0
CCOC(=O)c1nn(-c2cccc(Cl)c2)c(C)c1C(C)=O	4	6	-18	1	-15	x	-5.0	-8	-2	2
COC(=O)COc1ccc(S(=O)(=O)N2CCCCCC2)cc1C	5	7	12	-1	-11	1.6	i	1	-2	1
N#C/C(C(=O)N1CCCCC1)=C1/N=C(N)c2ccccc21	-3	-7	-8	0	-18	-0.8	0.6	-7	-13	1
COc1ccccc1-c1ccccc1C1=CC(=O)CC(C)(C)C1=O	-6	x	5	x	x	1.9	i	x	-11	6
CCOc1cc(-n2nc(C)c(C#N)c2N)nc(SC)n1	x	22	-4	1	x	x	x	x	-6	x
CC1=CC2=NC(=O)/C(=C\c3ccc(OC(=O)c4ccco4)cc3)C(=N)N2O1	-1	-25	15	4	-10	-1.6	0.4	-8	4	8
COc1ccccc1NC(=O)C(=O)NCC1COc2ccccc2O1 (configuration not stated)	17	4	-12	-2	-26	0.6	-0.7	2	7	-1
CCCCCCC(=O)N(O)C1CC(=O)N(c2ccc(C)cc2)C1=O (configuration not stated)	-7	-4	13	1	-6	x	i	-6	5	-3
Cc1cc(N2CCN(C(=O)c3ccco3)CC2)n2nc(-c3cccc(Cl)c3)cc2n1	7	19	-8	6	3	x	-2.7	-2	-3	5
CC(C)NC(=O)CC(c1ccccc1)c1cc(Br)ccc1O (configuration not stated)	0	10	x	1	-13	1.7	-0.3	2	x	-1

Arranged by formula weight (smallest number first): 3 of the compounds above.
SMILES	Yp Topo-I inh	VHR inh abs	CCHFV vOTU inh	SARS 3CLpro inh	PriA SSB inh	TcdB GH inh	BH1578 lux ind	Rv3671c protease	PrPC TRFRET	MazF activator
O=c1[nH]c2ccccc2s1	3	4	-1	4	-20&-9	-1.0	0.4	6	-1	8
CCCCCCC(=O)N(O)C1CC(=O)N(c2ccc(C)cc2)C1=O (configuration not stated)	-7	-4	13	1	-6	x	i	-6	5	-3
COC(=O)COc1ccc(S(=O)(=O)N2CCCCCC2)cc1C	5	7	12	-1	-11	1.6	i	1	-2	1

Back to the main list; the 4 compounds before the break are reprinted first.
SMILES	Yp Topo-I inh	VHR inh abs	CCHFV vOTU inh	SARS 3CLpro inh	PriA SSB inh	TcdB GH inh	BH1578 lux ind	Rv3671c protease	PrPC TRFRET	MazF activator
COc1ccccc1NC(=O)C(=O)NCC1COc2ccccc2O1 (configuration not stated)	17	4	-12	-2	-26	0.6	-0.7	2	7	-1
CCCCCCC(=O)N(O)C1CC(=O)N(c2ccc(C)cc2)C1=O (configuration not stated)	-7	-4	13	1	-6	x	i	-6	5	-3
Cc1cc(N2CCN(C(=O)c3ccco3)CC2)n2nc(-c3cccc(Cl)c3)cc2n1	7	19	-8	6	3	x	-2.7	-2	-3	5
CC(C)NC(=O)CC(c1ccccc1)c1cc(Br)ccc1O (configuration not stated)	0	10	x	1	-13	1.7	-0.3	2	x	-1
CC(C)CCCCCCCCCCCCC(=O)NCC(=O)NC1C(C)OC(Nc2ncnc3nc[nH]c23)C(O)C1O (configuration not stated)	19	x	-12	x	-5	-0.9	i	x	25*	-76
O=C1CC[C@@H](C(=O)N2CSC[C@@H]2C(=O)Nc2cccc(C(F)(F)F)c2)N1	1	x	-5	x	x	0.0	-1.3	x	3	4
COc1cccc(C(=O)Nc2nnc(-c3ccccc3)s2)c1OC	28	25	2	-2	1	0.9	-0.4	-8	6	8
CC1CCN(C(=O)COC(=O)[C@H](C)NS(=O)(=O)/C=C/c2ccccc2)CC1	1	44	13	3	-10	x	i	3	2	-3
Cc1ccc(C(C)(C)C)cc1S(=O)(=O)NC(=O)c1ccccc1	-8	11	-7	5	-17&-9&-3	-1.7	-0.5	-7	-1	0
Cc1c(C(=O)N2CC(C)OC(C)C2)sc2nc(-c3ccc(F)cc3)cn12 (configuration not stated)	2	19	-7	0	-14	x	-0.3	-2	3	7
CSCC[C@H](NC(=O)C1CCCC1)c1nc2ccccc2[nH]1	-1	26	4	2	-13	0.8	0.6	-6	1	-27
Cc1ccc(-c2noc(CNS(=O)(=O)c3ccccc3)n2)cc1	-1	6	5	2	4	0.6	3.6	14	-4	3
CCOC(=O)N1CCN(C(=O)c2cc(C)c3c(C)nn(-c4ccccc4)c3n2)CC1	27	0	3	2	-1	x	3.2	-5	6	-1
O=C1CC(N2CCOCC2)C(=O)N1Cc1ccc(N2CCCC2=O)cc1 (configuration not stated)	3	-1	11	-2	-13	x	i	3	-4	4
CCN(CC(=O)Nc1cc(Cl)ccc1-n1cncn1)Cc1nc2ccccc2c(=O)[nH]1	5	x	7	x	1	0.6	-0.6	11	-2	5
O=C1c2cccc3cccc(c23)C(=O)N1Cc1cccnc1	-3	13	-17	-3	-16&-7	0.3	-0.7	-10	-11	0
COc1ccc(Br)cc1CNC(=O)C1CCCN(S(C)(=O)=O)C1 (configuration not stated)	3	-2	-12	6	-1	x	1.6	-8	-3	0
CN(C)S(=O)(=O)c1ccc(/C(O)=C2/C(=O)C(=O)N(CCCN3CCOCC3)C2c2ccncc2)cc1 (configuration not stated)	7	x	12	x	x	-0.5	i	4	-7	6
CCOc1ccc(N2C(=O)NC(=O)/C(=C\c3ccc(N4CCOCC4)cc3C)C2=O)cc1	0	13	9	3	-6	0.6	i	-1	8	-23
O=C(NCc1ccccc1Cl)c1cccc(C(F)(F)F)c1	7	0	1	-1	-40	-0.1	-0.5	-3	3	7
Cc1ccccc1NC(=O)CSc1[nH]c(=O)cc(C)c1C#N	1	-17	2	-5	-15	-1.3	-0.3	-6	-3	-18
O=C(OCc1cc(=O)n2ccsc2n1)c1ccccc1NCCO	2	x	13	x	-10	2.2	-0.8	-2	-8	-5
COc1cc(-c2cn[nH]c2N)cc(OC)c1OC	9	12	x	5	6	0.1	5.3	11	x	1
c1cc2c3c(cccc3c1)NC1(CCC3(CC1)Nc1cccc4cccc(c14)N3)N2	-3	3	-11	3	-1	0.2	i	19	3	19
O=C1c2ccccc2C(=O)C12OC2c1cccc2ccccc12 (configuration not stated)	-12	18	87*	-1	14	-1.6	-0.2	-112	2	2
COc1ccc2ccccc2c1/C=N/NC(=O)c1nnn(-c2nonc2N)c1C(C)C	-17	34	10	9	x	0.2	-0.2	-91	5	-8
N=c1sccn1CC(=O)Nc1ccccc1Oc1ccccc1	0	8	9	7	-17	x	-1.4	3	-11	-1
CC(C)(C)C(=O)NCCn1ccc2ccccc21	4	28	-2	-2	-4&-8	-5.2	-0.3	6	3	-52
Cc1ccc(C)c(-n2c(Cc3cc(=O)[nH]c(=O)[nH]3)nnc2SCC(=O)NCC2CCCO2)c1 (configuration not stated)	1	27	-10	1	-23	x	-1.7	6	-7	7

Individual results from above:
In PrPC TRFRET, O=C(OCc1cc(=O)n2ccsc2n1)c1ccccc1NCCO reads -8
In TcdB GH inh, COC(=O)C1=C(c2cc3ccccc3s2)C[C@@H]2CC[C@H]1N2C(=O)NCc1ccccc1 reads 0.7
In MazF activator, O=C1CC(N2CCOCC2)C(=O)N1Cc1ccc(N2CCCC2=O)cc1 (configuration not stated) reads 4
In MazF activator, N=c1sccn1CC(=O)Nc1ccccc1Oc1ccccc1 reads -1

Next entries follow:
SMILES	Yp Topo-I inh	VHR inh abs	CCHFV vOTU inh	SARS 3CLpro inh	PriA SSB inh	TcdB GH inh	BH1578 lux ind	Rv3671c protease	PrPC TRFRET	MazF activator
O=C(O)CCC(=O)Nc1nnc(C(F)(F)F)s1	-2	25	-2	5	-3&-19	x	i	4	13	6
C=CCn1c(SCC(=O)NC2(C#N)CCCCC2)nnc1-c1ccncc1	-4	x	10	x	3	3.5	i	-18	-10	8
CN(C)CCC=C1c2ccccc2CCc2ccccc21	0	-11	-1	-2	-4	1.9	-0.3	4	-4	13
Cc1sc2ncnc(OCC(=O)NCc3cccs3)c2c1C	9	-5	5	5	-2	x	-0.9	10	1	5
Cc1ccc(C)c(NS(=O)(=O)c2c(C)nc3sccn3c2=O)c1	-3	2	9	1	-11	-6.2	-0.3	-2	13	9
CSCC[C@H](NC(=O)C1CCN(S(=O)(=O)c2ccc(C)cc2)CC1)C(=O)NCc1ccco1	8	-17	2	2	-1	x	x	5	7	2
CC(/C=C/C=C/c1ccccc1)=N/NC(=O)CNc1ccc(C)cc1	1	0	6	3	x	-0.1	-7.1	0	8	-6
CC(/C=N\NC(=O)c1cccnc1)c1ccccc1 (configuration not stated)	-1	x	5	-2	x	0.7	i	1	1	-8
CCN(c1cccc(C)c1)S(=O)(=O)c1ccc(-c2ccc(=O)[nH]n2)o1	0	-4	-5	-2	-12	1.6	i	-10	-12	1
O=C(/C=C/c1ccc(O)cc1)c1ccc(NC2=C(N3CCCCC3)C(=O)c3ccccc3C2=O)cc1	0	21	84*	3	-3	5.3	-2.8	-132	-13	2
CCCS(=O)(=O)NCCc1cc2ccc(C)cc2[nH]c1=O	1	-12	5	-2	-6	x	i	1	-2	3

One compound at a time (already shown). Screens in order: Yp Topo-I inh | VHR inh abs | CCHFV vOTU inh | SARS 3CLpro inh | PriA SSB inh | TcdB GH inh | BH1578 lux ind | Rv3671c protease | PrPC TRFRET | MazF activator
`CCN(c1cccc(C)c1)S(=O)(=O)c1ccc(-c2ccc(=O)[nH]n2)o1` is listed as 0 | -4 | -5 | -2 | -12 | 1.6 | i | -10 | -12 | 1
`O=C(/C=C/c1ccc(O)cc1)c1ccc(NC2=C(N3CCCCC3)C(=O)c3ccccc3C2=O)cc1` is listed as 0 | 21 | 84* | 3 | -3 | 5.3 | -2.8 | -132 | -13 | 2
`CCCS(=O)(=O)NCCc1cc2ccc(C)cc2[nH]c1=O` is listed as 1 | -12 | 5 | -2 | -6 | x | i | 1 | -2 | 3
